Source: PubChem (Sanford-Burnham Center for Chemical Genomics)
Mac1 fbg enh: enhancers of human CD11b/CD18 binding to fibrinogen; hit rate 0.07% among 93,000; K562 CD11b/CD18 adhesion to fibrinogen, ATPlite luminescence; AID 1499; activation, % at 10 µM;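 active means 10 µM primary screen giving 50% or more activity, confirmed by 40% or more on retest at that dose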; further: strong numbers were not always called active; reference of the scale not given here
Pyk2 oligo antag: antagonists of human Pyk2 oligomerization; Q293 cells, Pyk2 FERM NanoBiT luminescence; hits give low values; z-score (the deposit names both 25 µM and 10 µM); hit rate 0.83% among 99,000;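 active means Z-score of -3 or lower, scaled per plate to the spread of control and sample wells; inactive means z-score above -3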;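 further: negative z-score means lost luminescence so less FERM oligomerization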
Mac1 fbg inh: CD11b/CD18-fibrinogen binding inhibition; hit rate 0.54% among 93,000; AID 1497; inhibition, % at 10 µM; K562 CD11b/CD18 adhesion to fibrinogen, ATPlite luminescence; Mn2+ added to activate the integrin; P05107+P11215;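 active means primary inhibition of 50% or more at 10 µM, then 40% or more on retest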; further: some results filed as inactive read as strong as hits
CYP2C19 inh: inhibitors of human CYP2C19 | inhibition, % at 5 µM | CYP2C19 Supersomes, luciferin-H EGE luminescence, 30 min | AID 778 | hit rate 21% among 96,000;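 active means CYP2C19 inhibition above a set limit at 5 µM in the primary screen, cut at about 50% in these data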;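 further: plate controls were negative control wells for no effect and 2.5 mM tranylcypromine positive control for full effect; values of inactives mirror those of a sister screen read the other way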
Target sequence (P33261 whole entry, looked up): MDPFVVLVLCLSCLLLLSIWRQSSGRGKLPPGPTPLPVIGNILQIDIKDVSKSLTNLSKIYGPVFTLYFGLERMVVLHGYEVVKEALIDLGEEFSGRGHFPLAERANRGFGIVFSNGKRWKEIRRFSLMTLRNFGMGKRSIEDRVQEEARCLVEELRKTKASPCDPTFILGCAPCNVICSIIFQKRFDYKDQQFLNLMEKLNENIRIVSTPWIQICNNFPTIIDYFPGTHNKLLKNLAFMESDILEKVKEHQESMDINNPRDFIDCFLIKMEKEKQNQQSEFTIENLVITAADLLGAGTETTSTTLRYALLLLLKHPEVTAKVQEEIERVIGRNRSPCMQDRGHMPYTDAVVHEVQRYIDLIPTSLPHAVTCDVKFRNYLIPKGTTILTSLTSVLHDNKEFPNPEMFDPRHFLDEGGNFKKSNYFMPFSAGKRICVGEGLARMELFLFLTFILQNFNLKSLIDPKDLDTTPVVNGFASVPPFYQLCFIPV
MT1-MMP txn act: MT1-MMP promoter transcription activation | HT1080 MT1-MMP promoter luciferase reporter, luminescence, overnight; hits give high values | activation factor at 10 µM | hit rate 0.16% among 86,000 | AID 750;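 active means activation factor of at least 2 for MT1-MMP transcription at 10 µM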
CYP2C9 inhib: human CYP2C9 inhibition; AID 777; inhibition, % at 5 µM; hit rate 20% among 96,000; CYP2C9 Supersomes, luciferin-H conversion, luminescence;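 active means blocking of liver enzyme CYP2C9 beyond about 50% at 5 µM, limit read from the data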; further: values of inactives mirror those of a sister screen read the other way
CYP2C9 activ: CYP2C9 (human) activation. hit rate 1.4% among 96,000. recombinant CYP2C9, luciferin-H conversion, luminescence; hits give high values; factor 1 = untreated enzyme, 0 = blocked. AID 1024. activation factor at 5 µM. P11712;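 active means activation factor of 2 or more for CYP2C9 at a 5 µM dose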;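 further: 0 = sulfaphenazole-blocked wells and 1 = vehicle-only wells; values of inactives mirror those of a sister screen read the other way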
CYP2C19 activ: activators of human cytochrome P450 2C19; P33261; recombinant CYP2C19, luciferin-H EGE luminescence; hits give high values; 0 = fully inhibited enzyme, 1 = untreated enzyme; activation factor at 5 µM; 96,000 tested, under 10 active; AID 1025;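 active means activation factor of at least 2 at 5 µM in the primary screen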;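 further: 0 = wells with 2.5 mM tranylcypromine and 1 = vehicle-only wells; values of inactives mirror those of a sister screen read the other way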
PLAP act: activates human placental alkaline phosphatase; P05187; activation fold at 20 µM; purified PLAP enzyme, luminescent substrate read-out; hits give high values; hit rate 1.2% among 96,000; in the data active means activation fold above about 2
Target sequence (P05187 whole entry, looked up): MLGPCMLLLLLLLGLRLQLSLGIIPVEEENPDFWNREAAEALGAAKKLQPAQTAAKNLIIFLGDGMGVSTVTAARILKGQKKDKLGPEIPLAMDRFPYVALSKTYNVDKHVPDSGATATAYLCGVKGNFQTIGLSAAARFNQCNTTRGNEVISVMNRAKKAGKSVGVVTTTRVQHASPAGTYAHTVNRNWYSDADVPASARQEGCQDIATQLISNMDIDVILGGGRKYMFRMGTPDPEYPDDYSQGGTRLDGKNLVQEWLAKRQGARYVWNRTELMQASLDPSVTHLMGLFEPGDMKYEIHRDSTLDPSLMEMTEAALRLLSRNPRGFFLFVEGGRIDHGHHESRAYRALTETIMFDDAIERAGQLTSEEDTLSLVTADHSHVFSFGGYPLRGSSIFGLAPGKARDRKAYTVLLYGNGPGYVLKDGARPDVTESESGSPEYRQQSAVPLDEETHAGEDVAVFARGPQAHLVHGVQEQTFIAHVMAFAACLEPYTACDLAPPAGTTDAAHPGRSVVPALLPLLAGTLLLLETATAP
Numbers without * were called inactive; nt = no result given.

compound	Mac1 fbg enh	Pyk2 oligo antag	Mac1 fbg inh	CYP2C19 inh	MT1-MMP txn act	CYP2C9 inhib	CYP2C9 activ	CYP2C19 activ	PLAP act
CCCCNc1ccccc1C(=O)OCC(=O)Nc1ccc(S(N)(=O)=O)cc1	-3	0.01	-6	23	nt	86*	0.1	0.8	2.1*
CCOC(=O)c1c(P(=O)(N2CCOCC2)N2CCOCC2)noc1N	4	0.2	-4	11	1.1	3	1	0.9	0.9
CCOc1cccc2c1OC1(C)CC2NC(=O)N1c1cccc(Cl)c1 (centres undefined)	1	-0.15	0	28	1.1	37	0.6	0.7	0.9
COc1ccc(N2C(=O)c3ccccc3NC2c2ccc(OC)c(CSc3ccccn3)c2)cc1 (centres undefined)	nt	-3.2*	nt	33	nt	58*	0.4	0.7	0.9
O=C1c2ccccc2C(=O)N1CCCc1nc(-c2ccccn2)no1	9	0.5	9	-18	1.4	-11	1.1	1.2	1.1
Cc1ccc2oc(=O)c3cc(C(=O)NCCN4CCN(C)CC4)sc3c2c1	3	nt	-2	4	1	35	0.6	1	1.3
Cc1ccc(C(=O)NN(C)c2nc3ccccc3nc2C(F)(F)F)cc1	6	-1.2	4	30	nt	-63	1.6	0.7	0.9
COc1cccc(-n2c(C)nc3c(cnn3-c3ccc(Cl)cc3)c2=O)c1	-2	0.31	-20	-6	1.1	5	1	1.1	0.9
O=C(O)CCC(=O)N1CCOc2ccc(Cl)cc21	nt	-0.58	nt	-5	1.2	-8	1.1	1	0.7
NC(=O)c1nsc(C(=O)N(CC(=O)NCc2ccc3c(c2)OCO3)C2CCCCC2)c1N	-1	-1.2	-2	86*	1.2	11	0.9	0.1	0.9
Cc1cccc(N2CCN(C(=O)CN(C)S(=O)(=O)c3ccc4c(c3)CCC(=O)N4)CC2)c1C	-1	nt	16	6	nt	51*	0.5	0.9	1.6
COc1ccc2oc(C(=O)C3CC3)c(N)c2c1	-1	-0.56	-8	47	1.5	22	0.8	0.5	0.8
Cc1cc(C)c(C)c(S(=O)(=O)N2CCC(C(=O)OCC(=O)N3c4ccccc4NC(=O)C3(C)C)CC2)c1C	19	-0.79	-8	70*	nt	-60	1.6	0.3	1.7
Cc1cccc(OCCCC(=O)NC(C)C)c1	nt	0.53	nt	31	1.1	4	1	0.7	1.2
O=c1nc(/C=C/c2ccc(-c3ccc(F)cc3)o2)cc(C(F)(F)F)[nH]1	-1	nt	-15	16	1	38	0.6	0.8	1.8
O=C1CC(N2CCN(c3ccc(S(=O)(=O)N4CCCC4)cc3)CC2)C(=O)N1c1ccc(F)cc1 (centres undefined)	-4	1.7	-7	16	1.1	34	0.7	0.8	1.6
COc1ccc(CCN(Cc2cc3cc(C)ccc3[nH]c2=O)C(=O)N2CCCC2)cc1OC	-2	-0.84	-3	32	1.1	98*	0	0.7	1.7
CC1=CC(c2ccc(Cl)cc2)n2nc(NS(=O)(=O)c3ccc(C)cc3)nc2N1 (centres undefined)	-3	0.44	-3	-19	0.9	70*	0.3	1.2	1.5
Cc1cc(Nc2nc3c(c(=O)n(C)c(=O)n3C)n2C)n(-c2ccc(Cl)cc2)n1	-2	0.51	-3	2	1	43	0.6	1	1.3
O=C(Nc1ccccc1Cl)c1cc(S(=O)(=O)N2CCCCC2)ccc1N1CCOCC1	15	-0.51	-4	32	nt	24	0.8	0.7	1.3
CCc1nnc(NC(=O)CSc2nc3cc4c(cc3cc2CC)OCCO4)s1	10	-1.2	-12	-5	nt	-8	1.1	1.1	1.1
CCOc1ccc(/C=N/NC(=O)Cc2csc(Nc3cccc(C(F)(F)F)c3)n2)c(OCC)c1	5	-1.5	-2	25	nt	29	0.7	0.7	1.2
COc1ccc(/C=C/C(=O)Oc2cccc(/C=N/NC(=O)COc3c(C)cccc3C)c2)cc1	nt	-0.49	nt	0	nt	49	0.5	1	1
CCNc1nc(SCCOc2ccccc2)nc(N(C)C)n1	4	-0.79	-2	12	1.1	-4	1	0.9	0.8
CCCC(=O)NCCCc1nc2ccccc2n1CC	2	nt	-10	-2	1	-71	1.7	1	0.9

Later entries.
compound	Mac1 fbg enh	Pyk2 oligo antag	Mac1 fbg inh	CYP2C19 inh	MT1-MMP txn act	CYP2C9 inhib	CYP2C9 activ	CYP2C19 activ	PLAP act
CCOc1ncccc1C(=O)OCCN1C(=O)c2ccccc2C1=O	-2	-0.2	2	59*	1	15	0.9	0.4	1.1
Cc1ccc(C(C)n2cc(C(=O)NCCN3CCN(C)CC3)nn2)cc1 (centres undefined)	2	0.46	-56	13	1.1	8	0.9	0.9	1.3
COc1cccc(N(C(=O)Cn2nnc(-c3ccc(C)cc3)n2)C(C(=O)NC(C)(C)C)c2c[nH]c3ccccc23)c1 (centres undefined)	nt	0.34	nt	40	nt	88*	0.1	0.6	1.4
O=C(c1ccc2c(c1)OCCO2)N1CCCCC1	1	1.2	-12	12	1.1	-2	1	0.9	0.7
COC(=O)c1c(NC(=O)c2nc3ncccn3n2)sc(C(=O)N(C)C)c1C	2	nt	-17	-10	1.1	-6	1.1	1.1	1.6
Cc1nnc(NC(=O)c2cccc(S(=O)(=O)N3CC(c4ccccc4)CC3=O)c2)s1 (centres undefined)	9	nt	2	-1	nt	46	0.5	1	1
COc1cccc(CN2C(=O)CCC2(C)C(=O)NC2CCCCCC2)c1 (centres undefined)	0	-0.08	-15	9	1.1	-59	1.6	0.9	1
COc1ccccc1NC(=O)C1=C(C)Nc2nc(-c3cccs3)nn2C1c1cccnc1 (centres undefined)	4	nt	-1	16	1.1	43	0.6	0.8	1.1
COc1ccccc1C(c1nnnn1C1CCCC1)N1CCN2CCCC2C1 (centres undefined)	12	0.5	6	43	0.9	85*	0.1	0.6	1.3
O=C(NCCOC(=O)c1ccc(C(=O)OCCNC(=O)c2cccnc2)s1)c1cccnc1	nt	1.1	nt	2	1.1	40	0.6	1	1.1
CCCCC(C(=O)O)C(C)CC(=O)Nc1ccn(-c2ccccc2)n1 (centres undefined)	-1	0.19	-2	3	1.1	14	0.9	1	1.1
Cc1ccccc1NC(=S)Nc1cccc([N+](=O)[O-])c1	-4	-1.7	-4	46	nt	22	0.8	0.5	0.9
O=C(Nc1ccc2c(c1)OCO2)c1noc2c1CCCCC2	-5	-0.63	6	22	0.6	89*	0.1	0.8	0.9
CCOC(=O)c1cnn(-c2ccccc2)c1-c1ccccc1	0	0.46	3	48	1.3	44	0.6	0.5	1.1
Cc1ccc(S(=O)(=O)N2CCN(C(=O)CCC(=O)N3CCc4ccccc43)CC2)cc1	1	0.51	-2	39	1.1	5	1	0.6	1.3
CNC(=S)NNC(=O)c1cccc(C(F)(F)F)c1	3	0.02	14	-4	nt	-9	1.1	1	1.8
Cc1ccc2c(CSc3nc4ccccc4c(=O)n3CCCO)cc(=O)oc2c1C	18	-0.9	12	68*	1.1	96*	0	0.3	1.5
Cc1ccc(NC(=O)c2ccc(C#CC3(O)CCCCC3)cc2)cc1C	2	-1.7	-24	24	nt	22	0.8	0.8	0.8
O=C(Nc1nccs1)C1CCCN(S(=O)(=O)c2cccc3cccnc23)C1 (centres undefined)	-7	nt	8	45	1.2	8	0.9	0.5	1
Cn1c(=O)c2c(ncn2Cc2cccc(Cl)c2)n(C)c1=O	nt	0.4	nt	47	1	13	0.9	0.5	1.2
CSCCC(NC(N)=O)C(=O)NCc1ccc(Cl)cc1 (centres undefined)	1	1.3	4	27	nt	3	1	0.7	1.2
CC(C(=O)N(C1CC1)C1(C(=O)Nc2ccccc2)CCCC1)N1C(=O)c2ccccc2C1=O (centres undefined)	3	-0.73	-4	37	1.1	22	0.8	0.6	1.3
COCc1cc(C)nc(OCC(=O)N/N=C/c2cccc(OC)c2)c1C#N	-7	-0.08	3	-7	nt	-13	1.1	1.1	1.2
O=C(Nc1ccon1)C(Sc1ccccc1)c1ccccc1 (centres undefined)	-1	-1.1	-1	92*	1.3	86*	0.1	0.1	0.8
COc1ccc(C(=O)N(c2ccccc2)C2C=CS(=O)(=O)C2)cc1 (centres undefined)	0	1.3	-11	0	1.1	-6	1.1	1	0.9

Record cards, as listed above. Order of screens: Mac1 fbg enh | Pyk2 oligo antag | Mac1 fbg inh | CYP2C19 inh | MT1-MMP txn act | CYP2C9 inhib | CYP2C9 activ | CYP2C19 activ | PLAP act
COC(=O)c1c(NC(=O)c2nc3ncccn3n2)sc(C(=O)N(C)C)c1C reads 2 | nt | -17 | -10 | 1.1 | -6 | 1.1 | 1.1 | 1.6
CCOc1ncccc1C(=O)OCCN1C(=O)c2ccccc2C1=O reads -2 | -0.2 | 2 | 59* | 1 | 15 | 0.9 | 0.4 | 1.1

Following part:
compound	Mac1 fbg enh	Pyk2 oligo antag	Mac1 fbg inh	CYP2C19 inh	MT1-MMP txn act	CYP2C9 inhib	CYP2C9 activ	CYP2C19 activ	PLAP act
COC(=O)C1C(=O)c2c([nH]c(C(=O)OCC3CCCO3)c2C)CC1C (centres undefined)	4	nt	-1	12	1.4	54*	0.5	0.9	1
CC(/C=C/c1ccc(Cl)o1)=C\C(=O)O	5	-0.1	-2	10	1	2	1	0.9	1
CC1CN(C2CCN(C(=O)c3ccccc3)CC2)CC(C)O1 (centres undefined)	0	-0.62	-15	-6	1.1	-8	1.1	1.1	1.3
COc1cc(OC)c(C2SCCN2S(=O)(=O)c2ccc(F)cc2)cc1OC (centres undefined)	3	-0.02	-15	60*	0.9	32	0.7	0.4	1
Cc1[nH]n2c(=O)cc(Cc3ccccc3)nc2c1C#N	8	-0.02	-26	-6	1.1	77*	0.2	1.1	1
O=C(COc1ccc(S(=O)(=O)NCc2ccccc2)cc1)NCC1CCCO1 (centres undefined)	1	0.52	4	-2	1.1	5	0.9	1	0.9
CC1CCN(C2(O)C(=O)Nc3ccc([N+](=O)[O-])cc32)CC1 (centres undefined)	nt	0.46	nt	42	nt	66*	0.3	0.6	0.8
CCC12CN3CC(CC)(CN(C1)C3c1c(O)ccc3ccccc13)C2=O (centres undefined)	-2	-0.2	7	54*	1.1	14	0.9	0.5	1.2
CC(=O)Nc1ccc(NC(=O)N2CCCCC2)cc1	-2	0.3	-9	3	1.1	9	0.9	1	1
O=C(COc1ccccc1)Nc1ccc(S(=O)(=O)NCc2ccco2)cc1	-4	1.4	1	17	1.2	51*	0.5	0.8	0.7
COc1ccc(NC(=O)CN2C(=O)CC(C)(C)S(=O)(=O)c3ccccc32)cc1	-2	nt	1	26	1.1	25	0.7	0.7	1.5
O=C(NC1CCCCCCC1)c1ccc(S(=O)(=O)N2CCCC2)cc1	-1	1.5	4	1	1.1	29	0.7	1	1.2
Cc1ccc(C(=O)Nc2c(-c3cccs3)c(=O)c3ccccc3n2C)cc1	-2	0.17	-11	18	1.3	98*	0	0.8	1.1
Cc1ccc(C2CC(c3cccc(Br)c3)Nc3nnnn32)cc1 (centres undefined)	6	-2.5	-15	51*	1.1	35	0.7	0.5	1.2
N#Cc1c(NC(=O)c2ccc(Cn3cc(Br)cn3)o2)sc2c1CCCCCC2	-5	-0.25	100	31	1.2	58*	0.4	0.7	1.4
Cc1nc2ccccn2c1C(=O)/C=C/c1ccc(F)cc1	-2	-1.6	10	19	nt	15	0.8	0.8	0.9
O=C(O)c1ccc(-c2ccccc2C(F)(F)F)o1	0	1.8	-4	-6	1	-14	1.1	1.1	1
CCSc1nnc(CNc2ccc(F)cc2)n1CC1CCCO1 (centres undefined)	-2	0.51	-4	4	1.1	-10	1.1	1	1.1
CC(C)c1ccc(-c2c(C#N)c(N)nc3c2CCCCC3)cc1	-3	-0.69	2	-28	1.2	13	0.9	1.3	1.2
Cc1cc2c(cc1C)CSC(c1ccccc1O)SC2	-6	-1	-4	18	1.2	14	0.9	0.8	0.8
COc1ccc(N2CCN(c3ncnc4nc[nH]c34)CC2)cc1	-2	nt	-4	14	1.1	-61	1.6	0.9	1.6
Cc1ccc(NC(=O)c2ccccc2N(C)S(C)(=O)=O)cc1C	-2	0	0	50*	1	-5	1	0.5	1.1
